All columns: NCI-60 one-dose screen, growth in % after 48 h at 10 µM unless noted; 100 = growth as untreated, 0 = no growth, -100 = all killed.
MDA-MB-435 – MDA-MB-435 melanoma. AID 1794794. 82,000 tested, 7.8% active
MOLT-4 – MOLT-4 leukemia cells; 80,000 tested, 6.9% active; AID 1794779
MDA-MB-468 – MDA-MB-468 breast cancer; 78,000 tested, 8.5% active; AID 2202374
MDA-MB-231 – MDA-MB-231 breast cancer; 81,000 tested, 5% active; AID 1794789
RPMI-8226 – RPMI-8226 leukemia cells; 77,000 tested, 7.5% active; AID 1794781
SR – SR leukemia cells. 73,000 tested, 8.7% active
CCRF-CEM – CCRF-CEM leukemia; 77,000 tested, 7% active; AID 1794778
K-562 – K-562 leukemia | 78,000 tested, 7.4% active | AID 1794777
* marks the source's active call; other numbers are inactive results; & = joins results of further samples. How the source made its calls: active means growth percent below 10; inactive means the rest.

`C=C(C)[C@@H]1CC[C@]2(C)CC[C@]3(C)[C@H](CC[C@@H]4[C@@]5(C)CC[C@H](OP(=O)(OCC)OCC)C(C)(C)[C@@H]5CC[C@]43C)[C@@H]12` gave MDA-MB-435 102, MOLT-4 102, MDA-MB-468 101, MDA-MB-231 104, RPMI-8226 115, SR 96, CCRF-CEM 107 and K-562 103.
Screening CCN(CC)CCOc1cccc(OC)c1 returned MDA-MB-435 103, MOLT-4 73, MDA-MB-468 90, MDA-MB-231 95, RPMI-8226 92, SR 78, CCRF-CEM 90 and K-562 51.
Screening F[C@H]1CCO[C@H](/C=C/c2ccccc2)C1 returned MDA-MB-435 107, MOLT-4 96, MDA-MB-468 101, MDA-MB-231 114, RPMI-8226 99, SR 91, CCRF-CEM 101 and K-562 106.
`O=C(O)COc1ccc(/C=C2/SC(=S)N(c3ccccc3)C2=O)cc1` gave MDA-MB-435 101, MOLT-4 98, MDA-MB-468 96, MDA-MB-231 99, RPMI-8226 100, SR 100, CCRF-CEM 97 and K-562 102.
For COc1cc(OC)c(C(=O)c2ccccc2[N+](=O)[O-])c(OC)c1 the results were MDA-MB-435 108, MOLT-4 101, MDA-MB-468 98, MDA-MB-231 119, RPMI-8226 99, SR 97, CCRF-CEM 95 and K-562 106.
`COC(=O)c1sc(-c2ccccc2)c2sc(N)nc12` gave MDA-MB-435 101, MOLT-4 71, MDA-MB-468 103, MDA-MB-231 96, RPMI-8226 98, SR 83 and CCRF-CEM 80.
`Cn1c(=O)c2c(nc(Nc3nc(Nc4ccc(S(N)(=O)=O)cc4)cs3)n2Cc2ccccc2)n(C)c1=O` gave MDA-MB-435 106, MOLT-4 102, MDA-MB-468 92, MDA-MB-231 92, RPMI-8226 98, CCRF-CEM 104 and K-562 100.
`C[N+]1(CC(=O)c2ccccc2)CCOCC1` gave MDA-MB-435 107, MOLT-4 99, MDA-MB-468 97, MDA-MB-231 102, RPMI-8226 99, SR 96, CCRF-CEM 97 and K-562 97.
COc1cc(/C=C/c2cc(/C=C/c3ccc(O)c(OC)c3)n(-c3ccccc3)c(=O)n2)ccc1O was read as MDA-MB-435 73, MOLT-4 31, MDA-MB-468 63, MDA-MB-231 61, RPMI-8226 51, SR 31, CCRF-CEM 29 and K-562 54.
For Cc1ccc(S(=O)(=O)OC[C@@]2(C)CC[C@]3(C)CC[C@]4(C)C(=CC[C@@H]5[C@@]6(C)CCCNC(C)(C)[C@@H]6CC[C@]54C)[C@@H]3C2)cc1 the results were MDA-MB-435 -90*, MOLT-4 -42*, MDA-MB-468 -86*, MDA-MB-231 -86*, RPMI-8226 -58*, SR -39*, CCRF-CEM -29* and K-562 -39*.
Screening Cc1nc2[nH]c(=S)[nH]c2c(=O)[nH]1 returned MDA-MB-435 109, MOLT-4 108, MDA-MB-468 106, MDA-MB-231 99, SR 99 and K-562 115.
Screening Cc1[nH]c(/C=C/C(=O)c2ccc(C(F)(F)F)c(F)c2)c(C)c1C(=O)NCc1ccccc1 returned MDA-MB-435 94&101, MOLT-4 84&83, MDA-MB-468 83&95, MDA-MB-231 86&98, RPMI-8226 81, SR 68&77, CCRF-CEM 76&97 and K-562 78&82.
Screening Nc1ccc(N=Nc2cccc(S(=O)(=O)O)c2)c2ccccc12 returned MDA-MB-435 98, MOLT-4 103, MDA-MB-468 107, MDA-MB-231 97, RPMI-8226 108, SR 97, CCRF-CEM 112 and K-562 100.
For CNC(=O)c1cc(Oc2ccc3nc(NC(=O)c4cc(C)cc(C)c4)sc3c2)ccn1 the results were MDA-MB-435 41, MOLT-4 58, MDA-MB-468 50, MDA-MB-231 85, RPMI-8226 52, SR 31, CCRF-CEM 57 and K-562 50.
`Nc1c(C(=O)Nc2ccccc2F)sc2nc3c(cc12)CCC3` gave MDA-MB-435 104, MOLT-4 111, MDA-MB-468 97, MDA-MB-231 118, RPMI-8226 104, SR 96, CCRF-CEM 71 and K-562 104.

Pulled one by one from the entries so far (2):
`Cn1c(=O)c2c(nc(Nc3nc(Nc4ccc(S(N)(=O)=O)cc4)cs3)n2Cc2ccccc2)n(C)c1=O` gave MDA-MB-435 106, MOLT-4 102, MDA-MB-468 92, MDA-MB-231 92, RPMI-8226 98, CCRF-CEM 104 and K-562 100.
Screening Cc1nc2[nH]c(=S)[nH]c2c(=O)[nH]1 returned MDA-MB-435 109, MOLT-4 108, MDA-MB-468 106, MDA-MB-231 99, SR 99 and K-562 115.

The main list resumes with the five entries that preceded the break.
Screening Cc1nc2[nH]c(=S)[nH]c2c(=O)[nH]1 returned MDA-MB-435 109, MOLT-4 108, MDA-MB-468 106, MDA-MB-231 99, SR 99 and K-562 115.
Screening Cc1[nH]c(/C=C/C(=O)c2ccc(C(F)(F)F)c(F)c2)c(C)c1C(=O)NCc1ccccc1 returned MDA-MB-435 94&101, MOLT-4 84&83, MDA-MB-468 83&95, MDA-MB-231 86&98, RPMI-8226 81, SR 68&77, CCRF-CEM 76&97 and K-562 78&82.
Screening Nc1ccc(N=Nc2cccc(S(=O)(=O)O)c2)c2ccccc12 returned MDA-MB-435 98, MOLT-4 103, MDA-MB-468 107, MDA-MB-231 97, RPMI-8226 108, SR 97, CCRF-CEM 112 and K-562 100.
For CNC(=O)c1cc(Oc2ccc3nc(NC(=O)c4cc(C)cc(C)c4)sc3c2)ccn1 the results were MDA-MB-435 41, MOLT-4 58, MDA-MB-468 50, MDA-MB-231 85, RPMI-8226 52, SR 31, CCRF-CEM 57 and K-562 50.
`Nc1c(C(=O)Nc2ccccc2F)sc2nc3c(cc12)CCC3` gave MDA-MB-435 104, MOLT-4 111, MDA-MB-468 97, MDA-MB-231 118, RPMI-8226 104, SR 96, CCRF-CEM 71 and K-562 104.
`CC(=O)Cc1nsc(NC(=O)c2cc(-c3ccc([N+](=O)[O-])cc3)oc2C)n1` gave MDA-MB-435 102, MOLT-4 100, MDA-MB-468 97, MDA-MB-231 98, RPMI-8226 95, SR 103, CCRF-CEM 103 and K-562 93.
For CCNC(=O)Nc1ncccc1OCc1ccccc1 the results were MDA-MB-435 100, MOLT-4 90, MDA-MB-468 97, MDA-MB-231 106, RPMI-8226 108, SR 92, CCRF-CEM 105 and K-562 112.
Cc1cc(Nc2ncnc3ccccc23)n[nH]1 was read as MDA-MB-435 88, MOLT-4 113, MDA-MB-468 114, MDA-MB-231 110, RPMI-8226 111, SR 106, CCRF-CEM 109 and K-562 103.
For COc1cccc(C(=O)NNC(=O)c2ccc3ccccc3c2)c1 the results were MDA-MB-435 109, MOLT-4 108, MDA-MB-468 99, MDA-MB-231 107, RPMI-8226 108, SR 111, CCRF-CEM 104 and K-562 100.
Screening Nc1ncc(Sc2nc3ccc(Cl)cc3c(=O)n2Cc2ccccc2)s1 returned MDA-MB-435 94, MOLT-4 83, MDA-MB-231 89, RPMI-8226 81, SR 100 and CCRF-CEM 86.
N#Cc1ccc(C(=O)Nc2nc3ccc(OC(F)(F)F)cc3o2)cc1 was read as MDA-MB-435 98, MOLT-4 89, MDA-MB-468 103, MDA-MB-231 117, CCRF-CEM 83 and K-562 88.
For O=c1[nH][n+](-c2ccc([N+](=O)[O-])cc2)no1 the results were MDA-MB-435 74, MOLT-4 64, MDA-MB-468 95, MDA-MB-231 68, RPMI-8226 95, CCRF-CEM 69 and K-562 16.
COC(=O)C1C2CC3c4[nH]c5cc(OC)ccc5c4CCN3CC2CC(O)C1OC (configuration not stated) was read as MDA-MB-435 108&112&106, MOLT-4 102&91&106, MDA-MB-468 101&107&111, MDA-MB-231 100&99&111, RPMI-8226 104&97&100, SR 103&98&106, CCRF-CEM 109&102&93 and K-562 111&100.
`CNC(=O)c1cc(Oc2ccc3nc(NC(C)=O)sc3c2)ccn1` gave MDA-MB-435 102, MOLT-4 90, MDA-MB-468 100, MDA-MB-231 99, RPMI-8226 94, SR 85, CCRF-CEM 95 and K-562 82.
`COc1cccc(NC(=O)Nc2ccc(-c3ccc(OC)c(OC)c3)nc2C)c1` gave MDA-MB-435 100, MOLT-4 65, MDA-MB-468 99, MDA-MB-231 106, RPMI-8226 74, SR 82, CCRF-CEM 89 and K-562 78.
Cc1ccc2c(CC(=O)Nc3nc4ccccc4[nH]3)coc2c1 was read as MDA-MB-435 120, MOLT-4 82, MDA-MB-231 90, RPMI-8226 89, SR 55, CCRF-CEM 90 and K-562 72.
CCOc1ccc2[nH]c(=S)sc2c1 was read as MDA-MB-435 99, MOLT-4 87, MDA-MB-468 107, MDA-MB-231 104, RPMI-8226 97, SR 98, CCRF-CEM 98 and K-562 91.
For O=C(Nc1ccccc1)c1cc(-c2cccnc2)nc2ccccc12 the results were MDA-MB-435 103, MOLT-4 121, MDA-MB-468 91, MDA-MB-231 96, RPMI-8226 119, CCRF-CEM 133 and K-562 113.
`C1CCC([PH+](C2CCCCC2)C2CCCCC2[PH+](C2CCCCC2)C2CCCCC2)CC1.[Au].[CH-]1CCCCC1C1CCCC[N-]1` (configuration not stated) gave MDA-MB-435 -63*, MOLT-4 -6.5*, MDA-MB-468 -34*, MDA-MB-231 -28*, RPMI-8226 -16*, SR -3.1*, CCRF-CEM 2.2* and K-562 -0.2*.
For O=C(O)c1ccccc1-c1c2cc(I)c(=O)c(I)c-2oc2c(I)c(O)c(I)cc12 the results were MDA-MB-435 101&97, MOLT-4 94&101, MDA-MB-468 101&95, MDA-MB-231 100&90, RPMI-8226 103&124, SR 95&97, CCRF-CEM 106&127 and K-562 106&101.
COc1ccc(C(=O)c2cc3c(OC)c(OC)c(OC)cc3[nH]2)cc1 was read as MDA-MB-435 -0.3*, MOLT-4 50, MDA-MB-468 21, MDA-MB-231 56, RPMI-8226 31, SR -48*, CCRF-CEM 43 and K-562 7.7*.
Screening CCOC(=O)c1cnc2c(-c3nc4ccccc4s3)c(Nc3ccccc3)nn2c1N returned MDA-MB-435 99, MOLT-4 106, MDA-MB-468 100, MDA-MB-231 109, RPMI-8226 92, SR 94, CCRF-CEM 104 and K-562 87.
`Nc1c2c(=O)oc3c4ccccc4nc3c2[nH]n1CCO` gave MDA-MB-435 96, MOLT-4 95, MDA-MB-468 102, MDA-MB-231 106, RPMI-8226 98, SR 84, CCRF-CEM 100 and K-562 94.
`CCOC(=O)CC(=O)Nc1sc(CC)cc1C(=O)OCC` gave MDA-MB-435 97, MOLT-4 87, MDA-MB-468 64, MDA-MB-231 66, RPMI-8226 87, SR 74, CCRF-CEM 95 and K-562 87.
For O=C(/C=C\c1cccc2ccccc12)c1cccc2ccccc12 the results were MDA-MB-435 86, MOLT-4 52, MDA-MB-468 74, MDA-MB-231 88, RPMI-8226 28, SR 38, CCRF-CEM 39 and K-562 56.
For CN[C@]12CC3(C=CC(=O)C=C3)O[C@@]1(Cc1ccc(OC)cc1)N(C)C(=O)N2 the results were MDA-MB-435 1.7*, MOLT-4 28, MDA-MB-468 36, MDA-MB-231 77, RPMI-8226 -3.8*, SR 8.3*, CCRF-CEM 6.3* and K-562 7.2*.
Screening Nc1ncnc(N)c1NC(=O)c1ccccc1 returned MDA-MB-435 96, MOLT-4 101, MDA-MB-468 102, MDA-MB-231 127, RPMI-8226 98, SR 91 and K-562 107.
`CCCCN=CC(Cl)(Cl)C(=O)OCC` gave MDA-MB-435 108, MOLT-4 121, MDA-MB-468 92, MDA-MB-231 101, RPMI-8226 113, SR 99, CCRF-CEM 115 and K-562 96.
`CN(C)CCC(C(=O)O)(c1ccccc1)c1ccccc1` gave MDA-MB-435 106, MOLT-4 89, MDA-MB-468 111, MDA-MB-231 104, RPMI-8226 96, SR 99, CCRF-CEM 100 and K-562 95.
Cn1c(-c2c(N)n(Cc3cccnc3)c3nc(C#N)c(C#N)nc23)nc2ccccc21 was read as MDA-MB-435 89, MOLT-4 74, MDA-MB-231 89, RPMI-8226 94, SR 40 and K-562 51.
O=C(N/N=C/c1ccoc1)c1[nH]c2ccc(Br)cc2c1-c1ccccc1 was read as MDA-MB-435 -96*, MOLT-4 -5.8*, MDA-MB-468 -88*, MDA-MB-231 -86*, RPMI-8226 2.8*, SR -13*, CCRF-CEM -12* and K-562 3.6*.
Screening CC1Cc2c(Cl)ncnc2N(C)c2ccccc21 (configuration not stated) returned MDA-MB-435 15, MOLT-4 8.6*, MDA-MB-468 -32*, MDA-MB-231 -34*, RPMI-8226 12, SR 6.5*, CCRF-CEM 34 and K-562 38.
Screening C(=C\c1cc(/C=C/c2ccccc2)c2ccccc2n1)/c1ccccc1 returned MDA-MB-435 85, MOLT-4 32, MDA-MB-468 107, RPMI-8226 25, SR 37, CCRF-CEM 61 and K-562 43.
`CCOC(=O)c1c(SC)nn(-c2cc(=O)[nH]c3ccccc23)c1N` gave MDA-MB-435 104, MOLT-4 105, MDA-MB-468 102, MDA-MB-231 92, RPMI-8226 107, SR 114 and CCRF-CEM 105.

Arranged by formula weight (falling): 3 of the compounds above
For CN[C@]12CC3(C=CC(=O)C=C3)O[C@@]1(Cc1ccc(OC)cc1)N(C)C(=O)N2 the results were MDA-MB-435 1.7*, MOLT-4 28, MDA-MB-468 36, MDA-MB-231 77, RPMI-8226 -3.8*, SR 8.3*, CCRF-CEM 6.3* and K-562 7.2*.
Screening C(=C\c1cc(/C=C/c2ccccc2)c2ccccc2n1)/c1ccccc1 returned MDA-MB-435 85, MOLT-4 32, MDA-MB-468 107, RPMI-8226 25, SR 37, CCRF-CEM 61 and K-562 43.
`CN(C)CCC(C(=O)O)(c1ccccc1)c1ccccc1` gave MDA-MB-435 106, MOLT-4 89, MDA-MB-468 111, MDA-MB-231 104, RPMI-8226 96, SR 99, CCRF-CEM 100 and K-562 95.

Source: PubChem BioAssay (NCI)
